PV pol inh: poliovirus RdRp elongation inhibitors, primary screen, biochemical, fluorescence polarization, total intensity; poliovirus polymerase elongation; stronger effect = lower value; % elongation, % (compound at 16.7 µg/mL); actives 0.66% (n = 150,000); in the data active = % elongation below about 90%; also: some results filed as inactive read as strong as hits
Target sequence (P03300 1749-2209 limits assumed): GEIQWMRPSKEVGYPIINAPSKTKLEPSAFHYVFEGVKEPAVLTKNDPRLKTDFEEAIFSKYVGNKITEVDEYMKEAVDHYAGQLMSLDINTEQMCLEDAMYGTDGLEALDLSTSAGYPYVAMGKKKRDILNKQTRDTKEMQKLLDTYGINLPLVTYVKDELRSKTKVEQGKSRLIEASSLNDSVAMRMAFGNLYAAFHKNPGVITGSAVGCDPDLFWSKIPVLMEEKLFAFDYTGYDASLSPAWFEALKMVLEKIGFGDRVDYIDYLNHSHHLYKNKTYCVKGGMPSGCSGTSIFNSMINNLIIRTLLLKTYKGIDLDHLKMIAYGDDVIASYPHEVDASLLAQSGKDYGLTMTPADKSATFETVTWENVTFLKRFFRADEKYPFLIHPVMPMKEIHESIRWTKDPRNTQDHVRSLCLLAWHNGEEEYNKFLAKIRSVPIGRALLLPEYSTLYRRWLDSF
PV pol inh FP z-score: further read-out of PV pol inh, marked with its call; z-score; measured here: FP z-score; hits read low
The depositor's hits bear a star; & = joins results of further samples. The list is partial (hit frequency here may not be typical).

Start of the data: the first five records as a preview:
SMILES	PV pol inh	PV pol inh FP z-score
COc1cc(-c2nnc(NC(=O)CCS(=O)(=O)c3ccc(C)cc3)o2)cc(OC)c1OC	107.0	1.9
O=C(c1ccc(Cl)cc1)N1CCC(c2ccncc2)CC1	100.0	-1.5
O=C(c1ccncc1)N(c1ccccc1)c1ccccc1	101.0	-0.3
COc1ccccc1CCNC(=O)c1ccc(COc2ccccc2Cl)o1	111.0	0.8
COC(=O)c1ccc(Sc2ccc(C)cc2)c(N)c1	98.0	-0.9

The list itself, from the first entry:
SMILES	PV pol inh	PV pol inh FP z-score
COc1cc(-c2nnc(NC(=O)CCS(=O)(=O)c3ccc(C)cc3)o2)cc(OC)c1OC	107.0	1.9
O=C(c1ccc(Cl)cc1)N1CCC(c2ccncc2)CC1	100.0	-1.5
O=C(c1ccncc1)N(c1ccccc1)c1ccccc1	101.0	-0.3
COc1ccccc1CCNC(=O)c1ccc(COc2ccccc2Cl)o1	111.0	0.8
COC(=O)c1ccc(Sc2ccc(C)cc2)c(N)c1	98.0	-0.9
COc1ccccc1C1CCN(S(=O)(=O)c2ccccc2Br)CC1	104.0	0.1
O=C(OCC(=O)N1CCCCC1)c1ccc(Br)o1	102.0	0.2
Cc1ccc(CCNC(=O)c2cc3c(=O)oc4ccc(C)cc4c3s2)cc1	101.0	-0.6
CCn1cc2nc(SCc3cccc(C(F)(F)F)c3)n(Cc3ccc(Cl)cc3)c(=O)c2n1	108.0	0.3
C=CCSc1nc(N)c(C(=O)OCC)cc1C#N	100.0	-0.1
O=C(Nc1ccccc1)N(Cc1ccc2c(c1)OCO2)C1CCN(Cc2ccccc2)CC1	114.0	0.6
Cc1n[nH]c(C)c1CCc1nc2c3ccccc3nc(=S)n2[nH]1	102.0	0.7
CCOC(Cn1c(CC)nc2ccccc21)OCC	104.0	0.4
COc1ccc(/C=C/C(=O)NCc2ccccn2)cc1OC	100.0	-0.3
CC(C)(C)NC(=O)c1cc(S(=O)(=O)N2CCCCC2)ccc1Cl	104.0	0.6
Cc1ncc(CO)c(/C=N/N=C/c2c(O)ccc3ccccc23)c1O	100.0	0.2
CC1CC(C)CN(S(=O)(=O)c2cccc(C(=O)Oc3ccc4c(c3)OCO4)c2)C1 (stereo unspecified)	104.0	0.2
CCCCN(C)C(=O)Nc1cn(C)c(=O)c2ccccc12	91.0	-2.4
CNN1C(=O)c2cccc3cccc(c23)C1=O	99.0	-0.5
CCN(CCCNC(=O)c1ccc(Sc2ccc(Cl)cc2)c(NC(C)=O)c1)c1cccc(C)c1	111.0	0.1
Cc1cccc(CCNS(=O)(=O)c2cnc[nH]2)c1	103.0	0.7
COc1ccccc1CNC(=O)c1ccc2c(=O)nc3c(-c4ccccc4)n[nH]n3c2c1	106.0	1.8
COc1cccc2c1cc1c(=O)n(CC(=O)N3CCN(c4cccc(C(F)(F)F)c4)CC3)nc(C)n12	99.0	-2.3
COc1ccc(-c2nnc(Nc3nc4c(F)cccc4s3)o2)c(OC)c1	99.0	-0.9
CC(C)N(C(=O)Cn1cc(S(=O)(=O)CC(=O)N(C)c2ccccc2)c2ccccc21)C(C)C	105.0	0.9
Next structures.
SMILES	PV pol inh	PV pol inh FP z-score
CCc1ccc(-c2nc(SCC(N)=O)n[nH]2)cc1	100.0	-0.5
CC(C)(O)C(/C=C/c1ccccc1)=N/NC(N)=O	103.0	1.4
Cc1ccc(-c2nnc(SC(C)C)n2-c2ccccc2)cc1	106.0	0.7
Clc1ccc(Cl)c(-c2nn3c(Cn4nnc5ccccc54)nnc3s2)c1	102.0	0.1
CC(C#N)N1CCN(c2ccc(F)cc2)CC1 (stereo unspecified)	99.0	-0.5
O=C(CN1C=NS(=O)(=O)c2ccccc21)Nc1ccc(F)cc1	104.0	-0.7
Cc1ccc2sc(NC(=O)c3ccc4c(c3)OCCO4)nc2c1C	110.0	0.6
COc1ccc(C2CC(=O)c3cc(-c4nc(-c5cccc([N+](=O)[O-])c5)cs4)c(=O)n(-c4ccc(OC)cc4)c3C2)cc1 (stereo unspecified)	105.0	-0.3
O=C(/C=C/C(=O)c1ccc2ccccc2c1)c1ccccc1	102.0	0
CCOc1ccc(CNC(=O)Cc2ccc(NC(=O)N3CCCCc4ccccc43)cc2)cc1OC	109.0	0.3
O=C(ON=C1CCCC1)c1ccc(Br)cc1	99.0	-0.5
N#Cc1nc(/C=C/c2ccc(F)cc2)oc1NC1CCCCC1	109.0	0.1
Clc1cccc(-c2noc3ncnc(NCCC4=CCCCC4)c23)c1	101.0	0.5
O=C(COc1ccccc1)Nc1cccc(-c2ccc3nncn3n2)c1	101.0	-0.6
Cc1cc(C[n+]2nc(-c3ccccc3)sc2N)c2ncccc2c1	101.0	-0.2
COc1cccc2c1N(C(C)=O)C1CC(C)CCC1C2(C)C (stereo unspecified)	104.0	0.1
O=C(OCc1nnc(-c2ccccc2)o1)c1ccccc1	101.0	-0.3
Cc1[nH]ncc1CNC(=O)c1ccc(N2CCOc3ccccc32)s1	103.0	0.3
CCOc1ccc(-c2cc(N)c(C(=O)OC)s2)cc1	102.0	-0.2
OCc1noc(-c2ccc(Cl)c(Cl)c2)n1	107.0	0.3
COc1ccc(C)cc1N(CC(=O)N1CCC(C)CC1)S(=O)(=O)c1ccc(C)cc1	101.0	-0.4
O=S(=O)(Nc1ccc(-c2ccno2)cc1)c1ccc(-n2cccn2)cc1	104.0	0.4
CSc1ccccc1NC(=O)CN(C)C1CCN(C)CC1	98.0	-0.5
O[C@H]1[C@H]2c3cc4c(cc3CN3CCC(=C[C@@H]1O)[C@H]23)OCO4	97.0&99.0	-1.6&-0.3
CCOC(=O)N1CCCN(CC(=O)NC(C)(C)C)CC1	101.0	-0.2
Additional entries:
SMILES	PV pol inh	PV pol inh FP z-score
COCCn1c(SCC(=O)c2ccc(OC)cc2)nc2cc(C(=O)NC3CCCC3)ccc2c1=O	117.0	2
CSC(=NCCc1ccc(Cl)cc1)NS(=O)(=O)c1ccccc1	103.0	-0.1
CC/C(Cc1ccccc1)=N\NC(=O)c1cccnc1	102.0	0
Cc1cc(C)cc(NC(=O)CN2C=NS(=O)(=O)c3ccccc32)c1	103.0	0.3
O=C1OC(c2ccc(Br)o2)=N/C1=C/c1ccco1	99.0	-0.7
C(=Nc1ccccc1)c1ccccc1	100.0	-0.4
Cc1cc(C)c(NC(=O)CSc2nc3ccccc3nc2N2CCCCC2)c(C)c1	107.0	0.3
O=C(CSc1ccccc1)Nc1ccc(NC(=O)c2ccco2)cc1	101.0	0
Cc1c(C(=O)N2CCOCC2)oc2c1-c1nn(CC(=O)NCc3ccccc3)cc1CC2	109.0	0.3
COCCNC(=O)CCn1c(=O)c2cc(OC)c(OC)cc2n(CC(=O)Nc2ccccc2OC)c1=O	104.0	-0.2
Cc1ccc(CSc2ncn(-c3ccccc3)n2)cc1	100.0	-0.1
CN(C)S(=O)(=O)c1ccc(SCC(=O)NN2C(=O)NC3(CCCCC3)C2=O)nc1	99.0	-0.4
CN1CCC(N(C)S(=O)(=O)c2ccc(C(=O)NN)cc2)CC1	95.0	-0.4
NC(=O)CS(=O)(=O)c1cn(CC(=O)N2CCOCC2)c2ccccc12	102.0	0.1
Cc1ccc(S(=O)(=O)CCC(=O)OCc2c(C)noc2C)cc1	96.0	-0.6
CC(Cc1ccccc1)N/C=C1/CC(=O)NC1=O (stereo unspecified)	106.0	0.8
COC(=O)c1ccc(-c2ccc(/C=N/NC(=O)CC3(C)OCCCO3)o2)cc1	102.0	0.1
COc1ccc2c(c1)c1c(c(=O)n(-c3cccc(C)c3)c(=O)n1CC(=O)Nc1c(C)cc(C)cc1C)n2C	106.0	0.2
O=C(COC(=O)c1ccc2c(c1)OCO2)c1ccccc1	107.0	0.3
Cc1cc(N(C(=O)c2ccc3c(=O)n4c(nc3c2)CCCCC4)C(=O)c2ccc3nc4n(c(=O)c3c2)CCCCC4)no1	92.0	-1
C/C(=N\N)c1c(-c2ccccc2)c2cc(C)ccc2[nH]c1=O	102.0	0.1
Cc1ccc(CNc2ccc(-c3nc(-c4ccccn4)no3)cc2[N+](=O)[O-])cc1	107.0	-0.1
c1ccc(-c2nccnn2)cc1	103.0	0.3
O=C(Cn1[nH]c(=O)c2ccccc2c1=O)OCC(=O)N1CCCc2ccccc21	98.0	-0.5
CCC(=O)Nc1cc(C(C)C)c(O)cc1C	101.0	0.1

Part of the list above, reformatted.
Every second line gives: PV pol inh, PV pol inh FP z-score
O=C(COC(=O)c1ccc2c(c1)OCO2)c1ccccc1
  107.0, 0.3
Cc1ccc2sc(NC(=O)c3ccc4c(c3)OCCO4)nc2c1C
  110.0, 0.6
O=C(OCc1nnc(-c2ccccc2)o1)c1ccccc1
  101.0, -0.3
CCOc1ccc(-c2cc(N)c(C(=O)OC)s2)cc1
  102.0, -0.2
C(=Nc1ccccc1)c1ccccc1
  100.0, -0.4
CC/C(Cc1ccccc1)=N\NC(=O)c1cccnc1
  102.0, 0

Remaining list, next part.
SMILES	PV pol inh	PV pol inh FP z-score
Cc1cc2c(cc1S(=O)(=O)CCC(=O)NC1CCC(C)CC1)OCC(=O)N2 (stereo unspecified)	107.0	0.5
CC1CCN(c2nc3ccc(C(=O)NCc4ccccc4Cl)cc3s2)CC1	108.0	0.4
C=CCC1C=CCC(CC=C)N1C(C)=O (stereo unspecified)	99.0	-0.2
CC1CN(Cc2ccccc2Cl)CC(C)O1 (stereo unspecified)	99.0	-0.4
Cn1c(CSc2nc3ccccc3s2)nnc1SCC(=O)NCCCN1CCOCC1	101.0	-0.1
COc1cc2c(cc1OC)C(NN)=NC(C)(C)C2	102.0	0.2
COc1cc(C(=O)Nc2c3c(nn2-c2ccc(F)cc2)CS(=O)(=O)C3)cc(OC)c1OC	103.0	0.6
CCCCN(C(=O)c1cc(OC)c(OC)c(OC)c1)C1=CC2CCC(C1)N2C (stereo unspecified)	104.0	0.6
CNc1c(NC(=O)c2cccc(F)c2)c(=O)oc2ccccc12	104.0	0.8
CS(=O)(=O)c1nc2ccccc2[nH]1	104.0	0.4
COc1ccc(Cl)cc1NC(=O)c1oc2ccc(S(=O)(=O)N3CCC4(CC3)OCCO4)cc2c1C	101.0	0.2
O=C(Nc1ccc(NC(=O)c2cccs2)cc1)c1ccc(Br)cc1	104.0	-0.2
O=C(COc1ccccc1)Nc1ccccc1C(=O)OCc1cc(=O)n2nc(C3CC3)sc2n1	106.0	-0.1
Cc1ccc(C(c2sc3nc(-c4ccco4)nn3c2O)N2CCN(Cc3ccccc3)CC2)cc1 (stereo unspecified)	110.0	0.9
Cc1ccc2ccc(C(Nc3ccccn3)c3ccccc3)c(O)c2n1 (stereo unspecified)	112.0	1.7
CC1=C/C(=N\Nc2ncc(Cl)cc2Cl)CC(C)(C)C1	107.0	0.5
COc1ccc(NC(=O)CCS(=O)(=O)c2cc3c(cc2C)NC(=O)CO3)cc1Cl	109.0	0.6
CCOC(=O)c1c(C)cc(C)[nH]c1=S	100.0	-0.5
C=C1c2ccccc2N=C(SCC(=O)Nc2cccnc2Cl)N1C	96.0	-1.1
CC(=O)NC12CC3CC(C1)CC(C(=O)N1CCN(Cc4ccccc4)CC1)(C3)C2	97.0	-0.4
Cc1ccc(-c2cn3c(n2)sc2cc(C(=O)NC4CCCCCC4)ccc23)c(C)c1	108.0	0.5
CCN(CC)CCNC(=O)c1ccc2nc(CCc3ccccc3)oc2c1	108.0	0.4
Cc1cc2occ(CC(=O)Oc3ccc(-c4nnco4)cc3)c2cc1C(C)C	98.0	-0.3
COc1cc(-c2nc3ncccn3c2Nc2ccc(C)cc2C)ccc1O	117.0	1.4
COc1ccc(Cc2nc3c4cnn(-c5ccccc5F)c4ncn3n2)cc1	118.0	0.2
Carrying on.
SMILES	PV pol inh	PV pol inh FP z-score
CC(C)c1ccc2occ(CC(=O)Nc3cccc(C(F)(F)F)c3)c2c1	118.0	0.2
COc1ccc(OCC(=O)N2CCN(C(=O)c3cc(OC)c(OC)c(OC)c3)CC2)cc1	104.0	0.2
O=C1Cc2cc(S(=O)(=O)N3CCN(c4ccccc4)CC3)ccc2N1	104.0	-0.1
CN1CCN(C(CNC(=O)C(=O)Nc2ccc(F)cc2)c2cccnc2)CC1 (stereo unspecified)	111.0	0.6
CC1(C)CC(=O)C(C=NCCO)=C(O)C1	104.0	0.5
O=C(NCCc1ccccc1)C1CC(=O)N2CCN=C2S1 (stereo unspecified)	103.0	1
O=C1CC(c2ccc(S(=O)(=O)N3CCCCC3)cc2)CN1 (stereo unspecified)	105.0	0.1
COc1cccc(CN2CCC(C(=O)N3CCc4ccccc4C3)CC2)c1OC	101.0	-0.3
Cc1ccc(C2=CC(c3ccccc3C)n3c(nc4ccccc43)N2)cc1 (stereo unspecified)	105.0	0.2
CCOC(=O)c1[nH]c(C)c(CCC(=O)NCc2ccc(OC(C)C)cc2)c1C	102.0	-1.3
Cc1ccc(CNC(=O)C2CCCCN2S(=O)(=O)c2ccc(F)cc2)cc1 (stereo unspecified)	110.0	0.7
CC1CCCCN1C(=O)COC(=O)Cc1c[nH]c2ccccc12 (stereo unspecified)	100.0	-0.3
COc1ccc(Cl)cc1NC(=O)CN1C(=O)CSC(C)C1=O (stereo unspecified)	103.0	0.1
O=C(Nc1cccc(Cl)c1)C1CCN(c2nc3ccccc3nc2C(F)(F)F)CC1	107.0	0
Cc1ccc(OCCOCCN2CCCCC2)c(C)c1	103.0	1
CCc1nnc(NC(=O)COC(=O)CSc2nc(-c3ccccc3)cc(-c3ccccc3)n2)s1	107.0	0.6
O=C(O)CN(CCc1ccccc1)S(=O)(=O)c1ccccc1	102.0	0
Cn1c(=O)n(C)c2cc(/C=C3\C(=O)NC(=O)N(c4ccc(Cl)cc4)C3=O)ccc21	100.0	-0.1
CCCc1ccc(S(=O)(=O)N2CCC(c3nnc(-c4cccc(C)c4)o3)CC2)cc1	105.0	0.1
COc1cc2c(cc1OC)C(C(=O)N1CC(C)CC(C)C1)C(c1cccnc1)N(C)C2=O (stereo unspecified)	101.0	0.2
CCc1ccc(NC(=O)NCc2c(C)nn(C)c2C)cc1	101.0	0.3
Cc1nnsc1-c1onc(C)c1C(=O)O/N=C(\N)c1cc(C(F)(F)F)cc(C(F)(F)F)c1	101.0	0
N#Cc1c(NC2CCCCC2)nc(-c2ccco2)c2c1CCCC2	103.0	0.3
C=C(C(=O)O)C(CC(=O)O)C(=O)O (stereo unspecified)	104.0	0.9

Compound activity (PubChem)
